PglD inh: blocks C. jejuni PglD acetyltransferase activity | actives 0.098% (n = 360,000) | AID 602405 | purified PglD enzyme, DTNB colorimetric CoA detection | inhibition, % at 12.5 µM; in the data active means inhibition above about 16%, passing the limit was not always enough; inconclusive means no clear call, values can overlap the other calls; further: strong numbers were not always called active
C2C12 statin: suppression of simvastatin myotoxicity; AID 602340; C2C12 myotubes + simvastatin, ATP luminescence, 48 h; scaled: DMSO 0, geranylgeraniol control 100; actives 0.78% (n = 330,000); rescue of ATP level, % at 7.49 µM;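 active means mean ATP rescue above about 67%, or every replicate alone reaching that limit, limit read from the data, passing the limit was not always enough; inconclusive means no clear call, values can overlap the other calls; inactive means mean under the limit and some replicate under it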;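 further: myotubes were challenged with 10 µM simvastatin during compound exposure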
DENV2 CPE rescue: DENV2-induced cell death inhibition | DENV2-infected cells, cytopathic effect rescue, plate reader | AID 651640 | actives 1.7% (n = 350,000) | CPE inhibition, % at 9.99 µM; in the data active means CPE inhibition above about 20%, passing the limit was not always enough; inconclusive means no clear call, values can overlap the other calls; tested in BHK-21 cells;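 further: 0% = median of neutral control wells and 100% = median of positive control wells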
S100A4 inh HTS: blocks human S100A4 binding to myosin IIA peptide; P26447; S100A4/TAMRA-MyoIIA peptide fluorescence polarization; inhibition, % at 10.7 µM; actives 0.14% (n = 360,000); AID 652163;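 active means mean inhibition of at least 70% across replicates, with every replicate also reaching that level; inconclusive means mean inhibition reaches 70% but some replicates fall short; inactive means mean inhibition below 70%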
Target sequence (P26447 whole entry, looked up): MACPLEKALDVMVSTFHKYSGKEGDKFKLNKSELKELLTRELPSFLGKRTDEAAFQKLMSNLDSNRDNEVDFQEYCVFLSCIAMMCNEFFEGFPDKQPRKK
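Assay system: human S100A4 monomer with TAMRA-labelled myosin IIA peptide / Buffer or medium: Calcium-containing HEPES buffer, pH 7.2 / Reagent: TAMRA-labelled myosin IIA heavy-chain peptide probe, 5 nM / Compound: one dose per compound / Timing: polarization read 5 min after assay mix addition, stable 5–60 min / Benchmarks: neutral control DMSO, positive control TFP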
E-sel inducer: induces E-selectin expression in human endothelial cells | P16581 | HUVEC E-selectin immunofluorescence imaging; normalized: neutral wells 0, TNF-alpha wells 100 | activation, % at 7.58 µM | actives 0.37% (n = 260,000) | AID 686992;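 active means mean E-selectin-positive cell signal at least 10% of the positive control, reached in at least 60% of replicates, without over 20% cell loss; inconclusive means no rule given, readout overlaps actives, possibly toxicity-flagged; inactive means the rest, including those meeting only one limit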;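 further: in these data hits start at about 27%; measured in HUVEC primary endothelial cells; signal is the percent of cells scored E-selectin positive by PE staining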
Target sequence (P16581 whole entry, looked up): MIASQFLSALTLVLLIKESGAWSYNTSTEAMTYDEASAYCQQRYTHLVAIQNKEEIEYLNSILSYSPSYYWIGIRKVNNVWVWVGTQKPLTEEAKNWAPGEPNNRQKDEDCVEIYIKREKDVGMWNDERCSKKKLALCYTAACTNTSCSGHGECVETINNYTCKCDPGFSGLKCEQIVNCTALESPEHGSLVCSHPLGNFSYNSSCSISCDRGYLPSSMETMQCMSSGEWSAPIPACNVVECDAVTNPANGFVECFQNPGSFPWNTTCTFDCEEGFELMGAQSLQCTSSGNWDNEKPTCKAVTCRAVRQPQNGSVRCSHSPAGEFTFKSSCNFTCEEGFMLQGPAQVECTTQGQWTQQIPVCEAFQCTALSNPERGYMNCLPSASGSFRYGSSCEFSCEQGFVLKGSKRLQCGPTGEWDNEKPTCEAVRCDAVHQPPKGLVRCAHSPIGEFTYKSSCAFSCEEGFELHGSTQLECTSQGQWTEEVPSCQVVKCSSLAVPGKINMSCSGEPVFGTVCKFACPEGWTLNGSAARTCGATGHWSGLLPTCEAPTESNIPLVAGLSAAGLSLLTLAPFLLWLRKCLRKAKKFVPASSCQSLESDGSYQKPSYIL
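Test system – human umbilical vein endothelial cells (HUVEC), E-selectin induction · Input – 3,000 HUVEC seeded per well · Buffer or medium – EGM-2, gelatin · Compound dosing – single-point compound dose · Detection – immunofluorescence imaging · Measure – percent E-selectin-positive cells · Controls – TNF-alpha high, DMSO low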
ERp5 inh: ERp5 (human) disulfide isomerase inhibition; Q15084; ERp5 insulin aggregation, absorbance 650 nm, 90 min; inhibition, % at 9.99 µM; actives 0.05% (n = 350,000); AID 651711;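 active means mean replicate inhibition above about 25%, with every replicate also reaching it, limit read from the data, passing the limit was not always enough; inconclusive means only one of those two criteria met; inactive means neither criterion met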
SIRT5 inh: inhibitors of human sirtuin-5 desuccinylase | AID 652115 | Q9NXA8 | Purified SirT5, succinyl-peptide AMC, trypsin-coupled fluorescence | inhibition, % at 15 µM | actives 1.1% (n = 330,000); in the data active means inhibition above about 15%; inconclusive means no clear call, values can overlap the other calls
Target sequence (Q9NXA8 whole entry, looked up): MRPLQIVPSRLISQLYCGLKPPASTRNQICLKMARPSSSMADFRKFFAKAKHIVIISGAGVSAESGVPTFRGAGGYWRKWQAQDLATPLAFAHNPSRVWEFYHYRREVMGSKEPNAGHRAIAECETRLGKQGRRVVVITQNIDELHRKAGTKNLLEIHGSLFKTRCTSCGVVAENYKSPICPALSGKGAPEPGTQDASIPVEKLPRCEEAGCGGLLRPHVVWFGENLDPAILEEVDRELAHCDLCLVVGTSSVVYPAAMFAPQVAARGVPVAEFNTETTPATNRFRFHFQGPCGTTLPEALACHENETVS
* marks the source's active call; other numbers are inactive results; ? = inconclusive; / = not tested or not shown; & = joins results of further samples.

SMILES	PglD inh	C2C12 statin	DENV2 CPE rescue	S100A4 inh HTS	E-sel inducer	ERp5 inh	SIRT5 inh
Cc1ccc(S(=O)(=O)N(C)C[C@H]2Oc3c(NC(=O)Nc4ccc(F)cc4)cccc3C(=O)N([C@@H](C)CO)C[C@H]2C)cc1	-2	62	12	6	0.5	0	4
COc1ccc2c3c([nH]c2c1)[C@@H](CO)N(Cc1cccc(Cl)c1)CC31CN(C(C)=O)C1	/	/	10	10	0.2	0	1
N#Cc1ccc(C2N=C(c3ccccc3)NO2)cc1 (stereo not given)	5	9	-3	-3	-0.1	-1	2
COC(=O)c1ccc(NC(=O)c2cc[n+]([O-])cc2)cc1	-3	-2	-1	8	/	4	-1
O=C(NN=C1CCN(Cc2ccccc2)CC1)c1ccccc1	/	/	13	-3	/	6	0
Nc1n[nH]c2ccccc12	/	/	-4	-4	/	2	-3
C[C@H](NC(=O)C[C@@H]1C[C@H]2c3cc(NC(=O)Cc4ccncc4)ccc3O[C@H]2[C@@H](CO)O1)c1ccccc1	2	0	-3	-7	-0.1	1	-2
Cc1ccccc1-c1ccc2c(c1)O[C@H](CN(C)C(=O)Nc1ccccc1)[C@@H](C)CN([C@@H](C)CO)S2(=O)=O	-8	-67	1	1	-0.1	-6	8
COc1ccc(C(=O)Nc2cc(C)c(NC(=O)c3ccccc3OC)cn2)cc1	1	12	1	4	-0.2	5	/
COc1cc(NC(=O)c2ccc3c(SCC(=O)O)c4c(nc3c2)CCCC4)cc(OC)c1OC	/	/	-3	4	/	-3	1
C[C@@H]1CCCCO[C@H](CN(C)S(=O)(=O)c2cccs2)[C@@H](C)CN([C@H](C)CO)C(=O)c2cc(N(C)C)ccc2O1	1	30	-7	17	-0.1	-2	-2
CS(=O)(=O)Nc1ccc2c(c1)[C@H]1C[C@H](CC(=O)NC3CCCCC3)O[C@@H](CO)[C@H]1O2	-1	0	-7	7	-0.7	7	-2
COc1ccc(OCCCC(=O)N2CCN(S(=O)(=O)c3cccc(F)c3)CC2)cc1	-3	8	4	-5	/	0	-1
Clc1ccc(-c2ccc(CNCc3ccccn3)o2)cc1	6	7	?	-6	/	0	3
CC1Cc2ccccc2N1C(=O)CN1C(=O)NC2(CCCCC2)C1=O (stereo not given)	-2	19	-4	3	/	-23	1
CO[C@@H]1CN(C)C(=O)c2cc(NC(=O)Nc3cccc(F)c3)ccc2OC[C@@H](C)N(C(C)=O)C[C@@H]1C	-2	-5	1	5	0.0	-15	-5
CCCc1cc(=O)oc2cc(OCc3ccc(C(=O)O)cc3)ccc12	6	5	-3	-8	/	1	-17
C[C@@H]1CCCCO[C@@H](CN(C)S(=O)(=O)c2ccc(Cl)cc2)[C@@H](C)CN([C@@H](C)CO)C(=O)c2cc(NS(C)(=O)=O)ccc2O1	-4	25	2	2	-0.1	-3	-2
C/C=C/c1cnc2c(c1)C(=O)N([C@H](C)CO)C[C@H](C)[C@H](CN(C)S(=O)(=O)c1ccc(F)cc1)O2	0	23	?	2	0.2	8	-1
CCCNC(=O)N1[C@H](CNC(C)=O)[C@H](c2ccccc2)[C@@H]1CO	-2	8	8	/	7.0	/	/

9 compounds already listed, ordered by molecular weight, low to high:
SMILES	PglD inh	C2C12 statin	DENV2 CPE rescue	S100A4 inh HTS	E-sel inducer	ERp5 inh	SIRT5 inh
Nc1n[nH]c2ccccc12	/	/	-4	-4	/	2	-3
N#Cc1ccc(C2N=C(c3ccccc3)NO2)cc1 (stereo not given)	5	9	-3	-3	-0.1	-1	2
COC(=O)c1ccc(NC(=O)c2cc[n+]([O-])cc2)cc1	-3	-2	-1	8	/	4	-1
CCCNC(=O)N1[C@H](CNC(C)=O)[C@H](c2ccccc2)[C@@H]1CO	-2	8	8	/	7.0	/	/
COc1ccc2c3c([nH]c2c1)[C@@H](CO)N(Cc1cccc(Cl)c1)CC31CN(C(C)=O)C1	/	/	10	10	0.2	0	1
COc1cc(NC(=O)c2ccc3c(SCC(=O)O)c4c(nc3c2)CCCC4)cc(OC)c1OC	/	/	-3	4	/	-3	1
C[C@@H]1CCCCO[C@H](CN(C)S(=O)(=O)c2cccs2)[C@@H](C)CN([C@H](C)CO)C(=O)c2cc(N(C)C)ccc2O1	1	30	-7	17	-0.1	-2	-2
Cc1ccc(S(=O)(=O)N(C)C[C@H]2Oc3c(NC(=O)Nc4ccc(F)cc4)cccc3C(=O)N([C@@H](C)CO)C[C@H]2C)cc1	-2	62	12	6	0.5	0	4
C[C@@H]1CCCCO[C@@H](CN(C)S(=O)(=O)c2ccc(Cl)cc2)[C@@H](C)CN([C@@H](C)CO)C(=O)c2cc(NS(C)(=O)=O)ccc2O1	-4	25	2	2	-0.1	-3	-2

Next section
SMILES	PglD inh	C2C12 statin	DENV2 CPE rescue	S100A4 inh HTS	E-sel inducer	ERp5 inh	SIRT5 inh
Nc1nc(SC23CC4CC(CC(C4)C2)C3)ns1	/	/	1	0	/	-1	0
COc1ccccc1-c1ccc2c(c1)O[C@@H](CN(C)C(=O)Nc1cccc(F)c1)[C@@H](C)CN([C@@H](C)CO)S2(=O)=O	-2	7	-4	-27	/	3	-2
O=C(COC(=O)COc1ccc(Cl)cc1Br)NC1CCCC1	-1	-8	-3	4	-0.3	2	5
O=C(O)CCC(=O)N1CCc2cc(S(=O)(=O)NCc3ccc(Cl)cc3)ccc21	-4	11	1	-1	0.3	-21	-1
O=[N+]([O-])c1ccccc1S(=O)(=O)NCCc1ccncc1	0	-3	5	2	/	-1	-4
CC(C)Oc1ccc(CN2CCC(n3nccc3NC(=O)c3cccnc3)CC2)cc1	1	-7	2	1	/	10	0
CCOC(=O)c1c(NC(=O)C(=O)N/N=C/c2ccccc2O)sc2c1CCCCC2	-5	-4	5	3	/	5	/
CC1CCCN(C(=O)CN2C(=O)NC3(CCCCC3C)C2=O)C1 (stereo not given)	-6	-1	-7	4	0.0	-1	-3
CCCNC(=O)Nc1ccc2c(c1)OC[C@@H](C)N(C(=O)CC)C[C@H](C)[C@H](OC)CN(C)C2=O	-1	0	0	-4	0.6	-1	-1
Cc1onc(-c2ccccc2)c1C(=O)OCC(=O)Nc1ccc(Cl)cc1	5	-14	1	2	/	-3	-1
CCOc1ccc(N(CC(=O)Nc2c(C)cc(C)cc2C)C2=NC3CS(=O)(=O)CC3S2)cc1 (stereo not given)	-1	20	-1	-1	/	4	-2
CCc1ccc(NC(=O)C(C)OC(=O)Cc2cc(OC)c(OC)c(OC)c2)cc1 (stereo not given)	/	/	6	5	0.2	-7	/
Cc1cc(C)c(S(=O)(=O)N2C=CC(C(F)(F)F)=NCC2)c(C)c1	-1	6	/	0	/	-10	1
COCC(=O)N1[C@H](CO)[C@H]2c3ccccc3N(C(=O)c3ccccc3)C[C@H]21	3	-15	5	1	-0.5	3	-3
Cc1nnc(NC(=O)CSc2nnc(C(C)NC(=O)c3ccccc3F)n2C)s1 (stereo not given)	2	3	-3	7	1.3	3	-10
Cc1noc(C)c1CS(=O)(=O)c1ccc(Br)cc1	/	/	3	5	/	-1	0
C=CCn1c(SCC(=O)c2ccc(O)c(O)c2)nnc1-c1ccc(C)cc1	1	12	-11	4	-0.3	3	44*
COc1ccc(NC(=O)Nc2ccc3c(c2)C(=O)N([C@H](C)CO)C[C@@H](C)[C@H](CN(C)Cc2ccc(Cl)c(Cl)c2)O3)cc1	5	7	4	-15	-2.3	14	-12
CCc1nc2ccc(C(=O)N(C)CCCN(C)C)cn2c1N(CC)CCOC	-3	-3	?	8	-0.4	-5	-1
O=C(NC1CCCCC1)c1cccnc1Sc1ccccc1Cl	-1	10	18	-1	-0.1	5	-1
CCOc1ccc(Oc2cc(N)cc([N+](=O)[O-])c2)cc1	/	/	3	-6	/	-2	-4
C[C@@H]1CCCCO[C@H](CN(C)C(=O)c2ccccc2)[C@@H](C)CN([C@H](C)CO)C(=O)c2cc(NC(=O)c3ccncc3)ccc2O1	-2&1&8	-1&-34	15&-10&3	1&1&19	-0.2&-0.2	-13&-1&5	-4&-3&1
CN(C)c1cccc2c(S(=O)(=O)NC(=O)[C@H]3O[C@@H](n4cnc5c(N)ncnc54)[C@H](O)[C@@H]3O)cccc12	-4	9	-5	2	1.5	-1	-3
CCc1ccc(CNc2ccc3c(c2)ncn3C)cc1	/	/	/	-1	/	0	-5
COCc1cccc(-c2csc(C(O)c3ccc(OC)cc3)n2)c1 (stereo not given)	0	6	-2	4	2.4	-1	-1
CN(CC(=O)Nc1ccc(F)c(F)c1F)C(=O)C1CCN(C(=O)Nc2ccccc2)CC1	0	23	-7	-3	/	-5	7
Cc1ccc(S(=O)(=O)N2CCCCC2)cc1NC(=O)c1cc(=O)[nH]c2ccccc12	-2	3	77*	-1	/	-17	-1
CCNc1nc(SCC(N)=O)nc2sc3c(c12)CCN(C)C3	-2	4	-3	-40	/	0	-7
C/C=C/c1ccc2c(c1)O[C@@H](CN(C)C(=O)c1ccccc1)[C@H](C)CN([C@H](C)CO)S2(=O)=O	0	-24	6	18	0.1	-9	2
OCCC1CN(Cc2ccc3c(c2)CCO3)CCN1Cc1ccc(F)cc1 (stereo not given)	/	/	-1	74*	0.2	-4	-2
COc1ccc(S(=O)(=O)N2CCN(Cc3cccc(OC)c3)CC2)cc1	7	-4	-8	-15	0.2	-8	-1
O=C(Nc1ccccc1Cl)c1cc(C2CCCN(C(=O)c3cccs3)C2)on1 (stereo not given)	3	10	-4	10	0.0	2	-4
C[C@H]1CN([C@@H](C)CO)C(=O)Cc2cc(NC(=O)Cn3cnnn3)ccc2O[C@@H]1CN(C)S(C)(=O)=O	-1	-14	2	/	17	/	/
Cc1cccc(OCc2ccc(C(=O)N3CCOCC3)o2)c1	-3	5	-4	-5	/	2	1
COc1ccc(OC)c(NC(=S)NCc2ccco2)c1	-2	/	/	0	/	-8	-4
C[C@H]1Cn2cnc(C(=O)N[C@@H](Cc3c[nH]c4ccccc34)C(=O)OC(C)(C)C)c2C(=O)N1	3	2	7	-8	-0.1	3	1
COCCNC(=O)C(=O)NNC(=O)CCc1ccccc1	/	/	1	-2	0.9	0	-4
CNS(=O)(=O)c1cccc(C(=O)NC2CCCc3ccccc32)c1 (stereo not given)	4	1	2	6	0.9	1	-1
CC1(C)S[C@@H]2[C@H](NC(=O)COc3ccccc3)C(=O)N2C1C(=O)OCc1ccccc1 (stereo not given in full)	-2	-4	9	1	-0.1	3	/
CCOC(=O)N1CCN(C(=O)c2cn(CC)c3ccc(S(=O)(=O)N4CCC(C)CC4)cc3c2=O)CC1	1	-7	-8	0	-5.3	0	4
COc1ccccc1OCC(=O)NNC(=O)Nc1ccc(Cl)cc1	/	6	0	-3	/	-5	-4
O=C(NCCC1CCCCN1S(=O)(=O)c1cccs1)C(=O)NCc1ccccc1 (stereo not given)	-2	3	-3	-13	0.4	-12	-4
O=C(CSc1ccc([N+](=O)[O-])cc1)Nc1ccccc1N1CCOCC1	2	2	-9	-2	/	5	2
O=C(NCCN1CCCC1)[C@@H]1N[C@@H]2c3ccc(-c4ccccc4)c(=O)n3C[C@@H]2[C@H]1CO	0	20	9	-6	-0.2	11	-5

An excerpt, so the mix of outcomes need not match the whole.
